# Source: PubChem (several laboratories)
# CHRM1 antagonist: human CHRM1 antagonism | CHO-K1 hM1, Fluo-8 calcium fluorescence, ACh EC80 antagonist | 1.3% of 360,000 active | inhibition, % at 3 µM;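 active = percent inhibition above its own plate's cutoff, namely the mean of that plate's compound wells plus 3 SD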;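 note: peak over basal fluorescence ratio during 140 s after agonist addition; 0% = ACh EC80 plus DMSO and 100% = DMSO alone without agonist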
# CHRM1 PAM: positive allosteric modulators of human M1 muscarinic receptor; P11229; CHO-K1 hM1, Fluo-8 calcium fluorescence, ACh EC20; 0% = ACh EC20, 100% = maximal ACh; activation, % at 3 µM; 0.088% of 360,000 active; in the data active = activation above about 19%, passing the limit was not always enough
# M4 PAM: potentiates acetylcholine response at human M4 receptor. CHO-K1 hM4/Gqi5, Fluo-8 calcium fluorescence, ACh EC20; 0% = ACh EC20, 100% = maximal ACh. activation, % at 3 µM. 0.4% of 360,000 active. AID 624126;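 active = activation above its plate's cutoff, the mean activation of sample wells plus 3 SD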; note: some results filed as inactive read as strong as hits
# M4 ag: CHRM4 agonism in calcium assay; 0.14% of 360,000 active; activation, % at 3 µM; CHO-K1 hM4/Gqi5, Fluo-8 calcium fluorescence; vehicle 0%, full acetylcholine response 100%;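 active = activation above the run mean over all test wells plus 3 SD, cut at about 32% in these data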;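 note: peak over basal fluorescence ratio per well then scaled between controls; 0% = DMSO wells and 100% = acetylcholine at EC100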
# CHRM4 antagonist: blocks acetylcholine activation of human M4 receptor; CHO-hM4 cells, ACh EC80, Fluo-8 calcium fluorescence; inhibition, % at 3 µM; AID 624125; 0.73% of 360,000 active;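 active = inhibition above its plate's cutoff, the mean inhibition of sample wells plus 3 SD, cut at about 27% in these data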;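 note: 0% = acetylcholine EC80 with DMSO and 100% = DMSO without agonist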
# M5 ag: CHRM5 agonism in calcium assay; P08912; CHO-K1 hM5 cells, Fluo-8 calcium fluorescence; 0% DMSO wells, 100% maximal acetylcholine response; activation, % at 3 µM; 0.19% of 360,000 active;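 active = activation above the run's mean over test compounds plus 3 SD, cut at about 23% in these data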;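 note: signal is peak over basal fluorescence ratio across the kinetic read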
# Target sequence (P08912 whole entry, looked up): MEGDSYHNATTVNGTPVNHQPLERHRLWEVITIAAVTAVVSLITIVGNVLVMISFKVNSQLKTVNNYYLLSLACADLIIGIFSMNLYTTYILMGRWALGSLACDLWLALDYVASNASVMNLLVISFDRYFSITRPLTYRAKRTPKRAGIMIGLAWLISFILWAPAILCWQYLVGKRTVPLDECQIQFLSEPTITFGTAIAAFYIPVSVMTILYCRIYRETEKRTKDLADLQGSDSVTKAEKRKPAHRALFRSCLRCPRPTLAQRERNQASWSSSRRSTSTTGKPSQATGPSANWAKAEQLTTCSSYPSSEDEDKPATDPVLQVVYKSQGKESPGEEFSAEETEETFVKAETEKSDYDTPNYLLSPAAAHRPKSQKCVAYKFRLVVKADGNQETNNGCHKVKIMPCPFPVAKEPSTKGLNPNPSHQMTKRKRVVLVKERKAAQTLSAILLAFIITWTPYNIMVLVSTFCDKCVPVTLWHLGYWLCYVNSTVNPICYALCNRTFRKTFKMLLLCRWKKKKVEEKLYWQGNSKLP
# CRFBP-R2 agonist: CRF-BP/CRF-R2 complex agonism | HEK293 CRF-R2/CRF-BP, calcium dye fluorescence (FLIPR); percent of saturating CRF peptide response | activation, % at 13.2 µM | 0.46% of 350,000 active | AID 588473;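 active = activation of at least 50%, plus an integration ratio under a set limit after plate pattern correction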;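 note: plate controls were neutral control wells without compound for no effect and CRF at EC100 for full effect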
# M5 PAM: potentiates acetylcholine response at human M5 receptor | AID 624038 | P08912 | CHO-K1 hM5, Fluo-8 calcium, ACh EC20 PAM; 0% = ACh EC20, 100% = ACh EC100 | 0.3% of 360,000 active | activation, % at 3 µM;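 active = activation above the run cutoff, the mean activation of all test compounds plus 3 SD, cut at about 18% in these data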
#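 Replicates: One well per compound, no replicates | System: Human M5 receptor in CHO-K1 cells | Benchmarks: Low control EC20 acetylcholine (0%), high control EC100 acetylcholine (100%) | Probe or stimulus: Acetylcholine, EC20 level | Times: Fluo-8 loading 80 min at 37 °C plus 30 min room temperature | Signal: Intracellular calcium via Fluo-8 fluorescence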
# M5 antag: CHRM5 antagonism in calcium assay; P08912; CHO-hM5 cells, Fluo-8 calcium fluorescence, ACh EC80; inhibition, % at 3 µM; 0.59% of 360,000 active; AID 624040;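 active = inhibition above a per-plate cutoff, the mean of that plate's test compounds plus 3 SD, cut at about 27% in these data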;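 note: 0% = acetylcholine EC80 with DMSO and 100% = DMSO without agonist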
# The depositor's hits bear a star; . = no result given. The order is random; about 2.8% have a hit in one of these screens.
SMILES,CHRM1 antagonist,CHRM1 PAM,M4 PAM,M4 ag,CHRM4 antagonist,M5 ag,CRFBP-R2 agonist,M5 PAM,M5 antag
Cc1cccc(COc2ccccc2/C=N/Nc2ccc([N+](=O)[O-])cc2)c1,18,-13,-12,1,10,-3,0.7,-9,1
COc1ccc(NC(=O)CN2C(=O)NC(C)(c3ccccc3)C2=O)cc1Cl (stereo unspecified),-4,3,0,6,6,5,-0.7,8,-8
Cc1sc2nc3n(c(=O)c2c1C)NC(=O)CC3,-26,8,13,-1,7,-2,-0.5,7,0
O=C(O)c1cccc(-c2ccc(/C=N/Nc3nn[nH]n3)o2)c1,-6,7,9,1,-7,3,1.8,2,5
CC(C)(C)n1nnnc1C(c1cccnc1)N1CCN(C(=O)c2ccco2)CC1 (stereo unspecified),-3,0,-5,0,4,1,-2.1,-2,2
CCc1ccc(N=CC2=C(O)CC(c3ccco3)CC2=O)cc1 (stereo unspecified),-49,5,12,3,-6,-2,-0.3,0,4
COc1cc(OC)cc(C(=O)N2CCN(C(=O)COc3ccc4ccccc4c3)CC2)c1,-12,6,-4,17,-14,0,-2.0,-2,0
O=c1oc2ccc3ccccc3c2cc1-c1nnc(-c2ccccc2)o1,2,-3,0,0,6,-1,2.4,-2,-3
CC(Cc1ccccc1)=NNS(=O)(=O)c1ccc([N+](=O)[O-])cc1,-22,11,3,0,1,0,1.3,-1,15
COc1ccc(NC(=O)CSc2nnc3n2CCCCC3)cc1S(=O)(=O)N(C)C,4,-2,0,0,2,1,-1.6,-2,9
O=C(OCC(=O)N1CCCC1)c1cccs1,-10,9,3,0,-7,-2,-1.6,-4,0
CCOc1ccc(S(=O)(=O)N(CC(=O)O)c2ccc(C)cc2)cc1,-1,3,0,0,1,-10,2.7,2,4
COC(=O)c1c(NC(=O)C2(C)Cc3ccccc3C(=O)O2)sc2c1CCCC2 (stereo unspecified),-32,13,16,-1,-7,0,14,2,-1
Cc1ccc(S(=O)(=O)NN2C(=O)c3ccccc3NC2c2ccccc2)cc1 (stereo unspecified),-1,6,-4,-1,-2,-5,-2.0,4,-13
CCOC(=O)N1CCN(c2cc(=O)n(C3CCCCC3)c(=O)[nH]2)CC1,-15,11,-5,0,6,3,-0.3,1,-2
O=C(Cn1c(-c2cscn2)nc2ccccc21)Nc1ccc(Cl)cc1,3,5,2,2,6,1,0.9,-5,-3
Cc1nn(C(C)C(=O)NCCCN2CCCCCC2)c(=O)c2c1sc1ccccc12 (stereo unspecified),55*,-21,-10,-1,13,-8,0.9,-2,12
CCOc1ccc(C2Nc3cccc4cccc(c34)N2)cc1OC,-1,4,2,1,0,1,4.4,0,3
NC(=O)c1ccccc1NS(=O)(=O)Cc1ccc(Cl)cc1,-5,0,-3,2,3,1,-4.1,-1,2
CC1CN(CCOc2ccc(F)cc2)CC(C)O1 (stereo unspecified),-21,18,2,1,-10,1,1.7,7,3
COc1cccc(S(=O)(=O)Nc2ccc3c(c2)[C@@H]2C[C@@H](CC(=O)NCc4ccc(Cl)cc4)O[C@@H](CO)[C@@H]2O3)c1,3,2,-4,2,-10,-2,.,-4,-3
CCCOc1ccc(N2C(=O)CC(NCc3cccs3)C2=O)cc1 (stereo unspecified),-6,-3,-2,1,13,-2,-4.0,0,-7
Oc1ccccc1-c1cc(-c2cccc(F)c2)n[nH]1,6,3,9,2,-1,2,-0.7,-3,4
COC(=O)C(C)Sc1nc2ccsc2c(=O)n1Cc1ccccc1 (stereo unspecified),0,-11,3,-1,-9,-8,-0.1,-3,1
CC1(C)CC(C2N3CC4(C)CN2CC(C)(C3)C4=O)CCO1 (stereo unspecified),-10,6,1,2,2,3,-0.9,-11,0
O=C(Nc1ccc(N2CCOCC2)cc1N1CCOCC1)c1cccs1,4,4,8,2,7,2,-1.1,1,-3
CCN1CCN(CCc2nc3cc([N+](=O)[O-])ccc3n2C)CC1,-11,6,-3,1,10,-2,-0.1,-1,3
COCCCNS(=O)(=O)c1ccc2c(c1)CCN2C(C)=O,-18,-3,-2,1,-2,-1,0.4,1,-3
COc1ccc(/C=N/N=C2/NC(=O)C(CC(=O)O)S2)cc1OCc1ccc(Cl)cc1 (stereo unspecified),6,6,5,0,2,-1,0.5,0,3
COCCNC(=S)N(CCCN(C)C)Cc1cc2cc3c(cc2[nH]c1=O)OCCO3,-15,7,-5,-1,11,4,0.3,4,-5
Cc1ccc(S(=O)(=O)CCC(=O)NC2CCCCC2)cc1,-4,2,2,1,9,-2,-0.8,-4,6
O=C(CSc1ccc(Cl)cc1)NC1CC1,-10,5,5,1,1,1,1.8,0,6
FC(F)(F)c1cccc(NC(=S)NCC2COc3ccccc3O2)c1 (stereo unspecified),13,-11,-13,11,8,6,7.6,-19,32*
CC1=C(C(=O)N(C)C)CC(CC(=O)NCC2CCCCC2)C(=O)N1Cc1ccc(F)cc1 (stereo unspecified),3,6,-2,0,5,1,.,9,-5
CC(OC(=O)c1ccc2c(=O)n3c(nc2c1)CCCCC3)C(=O)Nc1ccc(F)cc1Cl (stereo unspecified),3,0,-7,9,1,1,-0.6,-8,9
O=C1CCCN1CCC1CCCCN1Cc1nc(-c2cnccn2)no1 (stereo unspecified),-7,2,-5,1,8,-1,1.8,4,-10
Cc1cc(C)c2nc(C)cc(N/N=C/c3ccc(O)cc3)c2c1,-7,1,0,0,4,-4,4.6,-4,6
O=C1c2ccccc2NC(c2ccccc2F)N1NS(=O)(=O)c1ccccc1 (stereo unspecified),-15,16,-5,1,-23,-2,0.4,8,-11
Cc1cc(Cl)ccc1OCC(=O)OCC(=O)c1c(N)n(C)c(=O)n(C)c1=O,7,2,6,2,-2,-1,-0.6,-12,4
Cc1cc(NC(=O)CCCSc2nc(-c3ccco3)cc(C(F)(F)F)n2)no1,-11,5,1,0,-3,-3,1.3,-4,-8
O=[N+]([O-])c1cccc(-c2ccc(/C=N/NC(=S)Nc3cccc(F)c3)o2)c1,-4,7,-12,2,-3,-2,-0.2,-3,5
Cc1noc(C)c1COc1ccc(C(=O)OCC(=O)N2CC(=O)Nc3ccccc32)cc1,7,17,10,10,4,0,-1.6,-11,9
CCNC(=O)C(=O)NCC(c1cccs1)S(=O)(=O)c1ccc(C)cc1 (stereo unspecified),-14,17,11,2,-3,-6,0.1,-4,11
COCCN(Cc1ccccc1)C(=O)c1ccc2c(c1)NC(=O)CS2,-10,10,5,2,-4,1,2.6,1,-5
COc1ccc(S(=O)(=O)N(Cc2ccc(OC)c(OC)c2)Cc2ccco2)cc1,0,-10,-7,9,1,-1,-1.3,-16,7

# No new results follow: entries from further up.
SMILES,CHRM1 antagonist,CHRM1 PAM,M4 PAM,M4 ag,CHRM4 antagonist,M5 ag,CRFBP-R2 agonist,M5 PAM,M5 antag
FC(F)(F)c1cccc(NC(=S)NCC2COc3ccccc3O2)c1 (stereo unspecified),13,-11,-13,11,8,6,7.6,-19,32*
CC1=C(C(=O)N(C)C)CC(CC(=O)NCC2CCCCC2)C(=O)N1Cc1ccc(F)cc1 (stereo unspecified),3,6,-2,0,5,1,.,9,-5
CC(OC(=O)c1ccc2c(=O)n3c(nc2c1)CCCCC3)C(=O)Nc1ccc(F)cc1Cl (stereo unspecified),3,0,-7,9,1,1,-0.6,-8,9
O=C1CCCN1CCC1CCCCN1Cc1nc(-c2cnccn2)no1 (stereo unspecified),-7,2,-5,1,8,-1,1.8,4,-10
Cc1cc(C)c2nc(C)cc(N/N=C/c3ccc(O)cc3)c2c1,-7,1,0,0,4,-4,4.6,-4,6
O=C1c2ccccc2NC(c2ccccc2F)N1NS(=O)(=O)c1ccccc1 (stereo unspecified),-15,16,-5,1,-23,-2,0.4,8,-11
Cc1cc(Cl)ccc1OCC(=O)OCC(=O)c1c(N)n(C)c(=O)n(C)c1=O,7,2,6,2,-2,-1,-0.6,-12,4
Cc1cc(NC(=O)CCCSc2nc(-c3ccco3)cc(C(F)(F)F)n2)no1,-11,5,1,0,-3,-3,1.3,-4,-8
O=[N+]([O-])c1cccc(-c2ccc(/C=N/NC(=S)Nc3cccc(F)c3)o2)c1,-4,7,-12,2,-3,-2,-0.2,-3,5
Cc1noc(C)c1COc1ccc(C(=O)OCC(=O)N2CC(=O)Nc3ccccc32)cc1,7,17,10,10,4,0,-1.6,-11,9
CCNC(=O)C(=O)NCC(c1cccs1)S(=O)(=O)c1ccc(C)cc1 (stereo unspecified),-14,17,11,2,-3,-6,0.1,-4,11
COCCN(Cc1ccccc1)C(=O)c1ccc2c(c1)NC(=O)CS2,-10,10,5,2,-4,1,2.6,1,-5
COc1ccc(S(=O)(=O)N(Cc2ccc(OC)c(OC)c2)Cc2ccco2)cc1,0,-10,-7,9,1,-1,-1.3,-16,7
